Screening data from PubChem BioAssay.
MITF inh: human MITF inhibition, primary screen. O75030. inhibition, % at 2.6 µM. AlphaScreen MITF homodimerization, bead proximity signal. 650,000 compounds, 0.91% hits. AID 1259374; in the data active means inhibition above about 50%;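 further: 0% = vehicle wells with protein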
GPR151 ag: human GPR151 activation | 650,000 compounds, 1% hits | activation, % at 11.2 µM | Q8TDV0 | PathHunter beta-arrestin GPR151 cells, luminescence; in the data active means activation above about 4.9%;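 further: 0% = median of compound wells and 100% = cells with positive control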
Target sequence (Q8TDV0 whole entry, looked up): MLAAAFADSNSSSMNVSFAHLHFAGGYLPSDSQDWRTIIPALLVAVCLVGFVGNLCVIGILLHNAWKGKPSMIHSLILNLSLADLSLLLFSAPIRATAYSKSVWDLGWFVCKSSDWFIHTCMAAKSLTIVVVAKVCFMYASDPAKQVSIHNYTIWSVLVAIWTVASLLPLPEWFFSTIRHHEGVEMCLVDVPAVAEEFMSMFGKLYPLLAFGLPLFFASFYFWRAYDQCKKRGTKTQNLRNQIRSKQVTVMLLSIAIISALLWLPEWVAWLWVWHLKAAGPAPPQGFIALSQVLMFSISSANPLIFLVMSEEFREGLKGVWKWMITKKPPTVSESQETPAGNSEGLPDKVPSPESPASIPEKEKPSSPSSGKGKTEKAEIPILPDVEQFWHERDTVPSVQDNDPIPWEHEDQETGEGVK
TEAD-YAP inh: TEAD-YAP interaction inhibition; inhibition, % at 9.12 µM; 640,000 compounds, 1.4% hits; HEK-TIYL cells, TEAD-Gal4/YAP UAS-luciferase luminescence; in the data active means inhibition above about 32%;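 further: 0% = median of test compound wells and 100% = reference inhibitor wells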
FBW7 activator: activators of human E3 ligase FBW7 | 650,000 compounds, 0.13% hits | normalized activity (activation), % at 26.1 µM | AlphaScreen FBW7–phospho-cyclin E peptide binding, activator screen | AID 1259310; in the data active means normalized activity above about 1.9%;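 further: purified mutant Fbw7 with reduced substrate affinity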
Target sequence (Q969H0 whole entry, looked up): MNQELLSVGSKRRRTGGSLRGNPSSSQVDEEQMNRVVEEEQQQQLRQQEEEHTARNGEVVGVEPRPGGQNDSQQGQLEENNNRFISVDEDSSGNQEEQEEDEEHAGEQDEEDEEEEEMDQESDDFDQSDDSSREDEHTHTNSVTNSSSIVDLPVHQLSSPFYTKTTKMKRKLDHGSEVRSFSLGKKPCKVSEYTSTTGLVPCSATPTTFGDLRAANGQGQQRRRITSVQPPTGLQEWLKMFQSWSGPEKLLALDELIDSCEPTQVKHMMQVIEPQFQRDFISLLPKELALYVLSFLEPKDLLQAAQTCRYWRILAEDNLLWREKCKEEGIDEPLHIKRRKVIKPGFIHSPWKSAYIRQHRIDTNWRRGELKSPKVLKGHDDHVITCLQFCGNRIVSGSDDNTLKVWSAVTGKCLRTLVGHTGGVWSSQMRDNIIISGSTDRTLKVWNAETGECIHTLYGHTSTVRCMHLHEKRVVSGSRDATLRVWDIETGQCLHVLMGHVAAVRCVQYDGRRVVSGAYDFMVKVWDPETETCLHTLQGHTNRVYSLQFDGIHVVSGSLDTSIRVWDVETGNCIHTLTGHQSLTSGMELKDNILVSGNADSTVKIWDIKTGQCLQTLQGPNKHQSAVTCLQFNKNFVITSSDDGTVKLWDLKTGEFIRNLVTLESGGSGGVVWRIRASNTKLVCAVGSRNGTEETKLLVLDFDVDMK
* hit, by the source's call; & = joins results of further samples.

SMILES	MITF inh	GPR151 ag	TEAD-YAP inh	FBW7 activator
Cc1c(CNCc2ccc(F)cc2)c(C(=O)O)c(C)n1Cc1cccc(Cl)c1	6	0.6	0	-0.1
COc1ccccc1N1C(=O)S/C(=C\c2cc(C)n(C)c2C)C1=O	0	-0.7	-68	-0.4
NC(=O)c1cc2cc(Br)ccc2oc1=Nc1cccc(C(F)(F)F)c1	5	0.2	4	0.1
COc1ccc(/C=c2/sc3n(c2=O)C(c2ccccc2)C(C(=O)Nc2ccccc2)=C(C)N=3)cc1 (configuration not stated)	2	-0.3	-3	0.1
COc1ccc(NC(=O)C2C3C=CC4(O3)C2C(=O)N(CCCOC(C)C)C4C(=O)NC2CCCCC2)cc1 (configuration not stated)	5	-0.1	0	-0.2
Cc1cc(=O)oc2c1ccc1oc(C(=O)c3ccc(Cl)cc3)c(-c3ccccc3)c12	-1	-0.2	63*	-0.2
N#CCN(CC#N)C(=O)c1sc2ccccc2c1Cl	2	0.8	3	0.0
Cc1cccnc1CCNC(=O)CC1C(=O)NCCN1CC1CCCCC1 (configuration not stated)	-12	-0.7	11	-0.1
c1ccc(OCCNc2nc(NCc3ccc4c(c3)OCO4)nc3c2ncn3C2CCCCC2)cc1	5	1.3	11	-0.3
Cc1ccc2c(c1)N(C(=O)N1CCC(C(=O)NC(C)C)CC1)CCO2	-1	-0.8	6	0.0
Cc1ccc(NC(=O)Nc2ccccc2)c([N+](=O)[O-])c1	8	1.7	-74	-0.1
NC(=O)c1ncn([C@@H]2O[C@H](CO)[C@@H](O)[C@H]2O)c1O	23&12	-4.3&-2.1	6&-4	0.1&0.0
CCOc1ccc(Oc2ccccc2N)cc1	10	0.2	-1	-0.1
Cc1ccc(OCCNC(=O)c2ccccc2I)cc1	11	0.1	-4	0.1
O=C(NC1CCCCC1)C1CCC(CNS(=O)(=O)c2cccc3cccnc23)CC1 (configuration not stated)	6	0.5	3	0.1
O=C1NC2(CCCCC2)C(=O)N1/N=C/c1cccnc1	10	1.0	-15	0.0
COc1ccc(NC(=O)c2ccc3ccccc3c2OC)cc1	-4	-1.0	-55	0.3
CCOC(=O)C1C(=O)C=C(c2ccc(C)cc2)CC1c1ccccc1OCC (configuration not stated)	15	5.3*	3	0.5
Cc1cc(NC(=O)COC(=O)c2cc(-c3ccc(C)o3)nc3ccccc23)no1	-1	0.3	-2	0.0
COc1cc(CN2CCN(C(=O)c3ccc([N+](=O)[O-])cc3)CC2)c([N+](=O)[O-])cc1OC	49	-0.1	2	-0.1
COc1cccc(CN[C@H]2C[C@H]3C(=O)N[C@H]([C@H](C)O)C(=O)N3C2)c1	-8	-1.5	6	0.1
O=C(O)CCCC(=O)Nc1ccc(Sc2ccc([N+](=O)[O-])cc2)cc1	6	0.8	-2	-0.2
N=C1S/C(=C\c2ccccc2)C(=O)N1c1nccs1	18	-1.8	19	-0.4
Cc1cccn2c(=O)c(/C=C3\SC(=S)N(C)C3=O)c(Oc3ccccc3F)nc12	-1	-0.1	-4	0.0
C=CCn1c(Cc2ccccc2)n[nH]c1=S	0	2.3	3	-0.1

Reformatted field by field: part of the list above.
compound: Cc1cc(=O)oc2c1ccc1oc(C(=O)c3ccc(Cl)cc3)c(-c3ccccc3)c12
  MITF inh: -1
  GPR151 ag: -0.2
  TEAD-YAP inh: 63*
  FBW7 activator: -0.2
compound: Cc1cccn2c(=O)c(/C=C3\SC(=S)N(C)C3=O)c(Oc3ccccc3F)nc12
  MITF inh: -1
  GPR151 ag: -0.1
  TEAD-YAP inh: -4
  FBW7 activator: 0.0
compound: c1ccc(OCCNc2nc(NCc3ccc4c(c3)OCO4)nc3c2ncn3C2CCCCC2)cc1
  MITF inh: 5
  GPR151 ag: 1.3
  TEAD-YAP inh: 11
  FBW7 activator: -0.3
compound: CCOC(=O)C1C(=O)C=C(c2ccc(C)cc2)CC1c1ccccc1OCC (configuration not stated)
  MITF inh: 15
  GPR151 ag: 5.3*
  TEAD-YAP inh: 3
  FBW7 activator: 0.5

Next structures
SMILES	MITF inh	GPR151 ag	TEAD-YAP inh	FBW7 activator
CC(Oc1cccc(C(F)(F)F)c1)C(=O)NNC(=O)NC12CC3CC(CC(C3)C1)C2 (configuration not stated)	2	1.4	7	0.2
CCOC(=O)c1cc(S(=O)(=O)NC(C)(C)C)cn1C	10	-1.3	1	0.1
CC(=O)N1CCN(C2c3cccc4cccc(c34)C2NS(=O)(=O)c2ccccc2)CC1 (configuration not stated)	2	0.6	7	-0.1
COc1cc(Nc2nc(Nc3ccncc3)ncc2C)cc(OC)c1OC	-5	-1.6	18	0.0
CCC(Sc1nc2n[nH]c(C)c2c(=N)n1-c1ccc(Cl)c(C)c1)C(=O)N(CC)CC (configuration not stated)	-2	0.9	-14	-0.1
O=[N+]([O-])c1ccccc1OCCN1CCCC1	10	0.2	-5	0.0
CCCOc1ccc([N+](=O)[O-])cc1C=C1C(=O)NC(=S)NC1=O	0	5.1*	6	-0.2
Cc1ccc(-n2[nH]c(C)c(C=Nc3ccc(C(=O)N(C)C)cc3)c2=O)cc1C	19	-2.3	7	0.0
Clc1ccc(-c2cnc(N3CCNCC3)nc2)cc1	24	1.2	-4	0.1
CCOC(=O)CCN(Cc1ccc(F)cc1)S(=O)(=O)c1c(C)cc(C)cc1C	11	-0.4	9	0.2
Cc1ccc(N2C(=O)c3cccc4c(N5CCCCC5)ccc(c34)C2=O)c2cccnc12	4	2.1	6	0.2
CS(=O)(=O)Nc1ccc(C(=O)N2CCOCC2)cc1	-10	0.8	-3	-0.1
c1cnc2ccc(Nc3nc4ncnc(Nc5ccc6c(c5)OCO6)c4[nH]3)cc2c1	12	-1.9	-17	0.1
Cc1nc2c(C(=O)n3ccnc3)cnn2c(C)c1Cc1ccccc1Cl	9	0.3	-17	0.0
CCOC(=O)CCSCC(=O)Nc1cc(C)on1	-3	0.2	-8	0.0
CCOc1ccc(OCCNC(C)C)cc1	19	-0.3	1	-0.1
O=c1c2ccccc2nc(SCc2ccccc2F)n1C1CCCC1	2	1.5	0	0.0
CCOc1ccc(/C(O)=C/C(=O)C(=O)Nc2ccc([N+](=O)[O-])cc2OC)cc1	24	-0.8	4	0.4
CC1=C(C(=O)Nc2cccc(F)c2)C(c2sccc2C)C2=C(CCCC2=O)N1 (configuration not stated)	1	-1.8	3	0.3
CCCC(O)(CCN1CCOCC1)c1ccc(OC)cc1 (configuration not stated)	-1	0.8	-20	-0.5
C/C(=C\c1ccccc1)C(=O)N(C)c1ccccc1	-18	-1.5	-9	-0.3
CCCNc1ccc(C(=O)n2ncc(C(=O)OC)c2N)cc1[N+](=O)[O-]	1	-1.3	-6	-0.1
O=C(CCCn1cccc1)Nc1ccc(F)cc1F	9	6.7*	5	0.0
CNC(=O)C1CCC(Cn2c(=O)c3sccc3n(Cc3ccccc3Cl)c2=O)CC1 (configuration not stated)	2	3.2	3	0.0
Cc1ccccc1C(=O)Nc1sc2c(c1C(=O)N1CCCCC1)CCC(C(C)(C)C)C2 (configuration not stated)	-20	0.6	2	0.0

Carrying on.
SMILES	MITF inh	GPR151 ag	TEAD-YAP inh	FBW7 activator
Cc1ccc(C(C)C)c(OCCNC(=O)c2cccc3ccccc23)c1	15	-0.7	3	0.1
Cc1cc(C(F)(F)F)n2nc(C)c(-c3ccc(Cl)cc3)c2n1	-6	-1.4	-4	-0.2
CCOc1ccc2cccc(NC(=O)c3ccc(S(=O)(=O)N(C)C)cc3)c2n1	5	1.5	2	0.2
Cc1cccc(C(=O)Nc2nnc(-c3ccc(F)cc3)o2)c1	-8	-0.6	15	-0.3
O=C(O)CC(NS(=O)(=O)c1ccc(Br)cc1)c1ccco1 (configuration not stated)	-3	0.1	4	0.0
Cc1ccc(CN2CCc3nnc(C(NC(=O)c4ccoc4)C(C)C)n3CC2)cc1 (configuration not stated)	6	0.1	5	0.1
Nc1nc(Nc2ccc(Oc3ccccc3)cc2)cc(N2CCOCC2)n1	17	0.6	-3	0.2
CCN(CC)CCNC(=O)c1ccc(Cl)cc1Cl	-8	-1.4	1	-0.1
CCCC1(C2CCN(C(=O)C3CCCCC3)CC2)NC(=O)N(Cc2ccco2)C1=O (configuration not stated)	6	-0.8	0	-0.4
COc1ccc(/C=N\Nc2cn[nH]c(=O)c2Cl)cc1OC	19	0.1	-18	-0.1
COC(=O)c1c(S(=O)(=O)NCc2ccccc2)sc(C(=O)O)c1C	-2	-1.7	5	0.1
Cc1cc(C)cc(NC(=O)CSc2nnc(-c3cccnc3)n2C)c1	-11	0.1	-8	-0.3
O=C(CN1CCN(c2nc(-c3ccccc3)cs2)CC1)Nc1ccccc1Cl	-1	-0.3	10	-0.1
O=C(NCC1(c2ccccc2)CCCC1)C1CC12CCN(C(=O)Cc1cscn1)CC2 (configuration not stated)	13	-0.4	2	0.1
O=C(O)CCC(=O)N1CCC2(CC1)Nc1ccccc1-n1cccc12	-1	1.0	3	0.0
CCCCC1CN(Cc2ccn[nH]2)Cc2ccccc2O1 (configuration not stated)	0	1.7	-1	0.0
CC(C)(C)NS(=O)(=O)c1ccc(NC(=O)c2ccc(-c3ccccc3)cc2)cc1	8	-1.6	-12	0.9
O=C(Nc1ccc(Br)cc1)c1cc2c(=O)n3ccccc3nc2s1	-6	-0.5	-2	-0.1
CC(=O)N1CC2(c3ccccc3)CN(C(C)=O)CC(c3ccccc3)(C1)C2=O	5	0.9	3	0.7
O=c1c2sc(=S)n(CCc3ccccc3)c2nc(SCc2csc3ccc(Cl)cc23)n1Cc1ccco1	-2	0.4	-2	0.5
COc1ccc(CCNc2nc(Nc3ccccc3)ncc2C)cc1	-3	0.5	20	0.0
Cc1noc(C)c1C(=O)OCC(=O)Nc1ccc2[nH]c(=O)[nH]c2c1	17	-2.5	-44	0.0
COc1ccc(-c2nc3ccccc3c(=O)n2NCc2ccco2)cc1	7	-0.3	-1	0.3
CC(C)n1c(SCCc2ccccc2)nc2c1c(=O)[nH]c(=O)n2C	19	0.2	-8	0.0
O=c1c(-c2ccccc2)c(N2CCCCCC2)c1=O	12	-1.9	1	0.5

Part of the list above, set out differently.
| Molecule | MITF inh | GPR151 ag | TEAD-YAP inh | FBW7 activator |
| --- | --- | --- | --- | --- |
| O=C(O)CCC(=O)N1CCC2(CC1)Nc1ccccc1-n1cccc12 | -1 | 1.0 | 3 | 0.0 |
| COc1ccc(/C=N\Nc2cn[nH]c(=O)c2Cl)cc1OC | 19 | 0.1 | -18 | -0.1 |
| CCOc1ccc2cccc(NC(=O)c3ccc(S(=O)(=O)N(C)C)cc3)c2n1 | 5 | 1.5 | 2 | 0.2 |
| O=c1c2sc(=S)n(CCc3ccccc3)c2nc(SCc2csc3ccc(Cl)cc23)n1Cc1ccco1 | -2 | 0.4 | -2 | 0.5 |
| CC(C)(C)NS(=O)(=O)c1ccc(NC(=O)c2ccc(-c3ccccc3)cc2)cc1 | 8 | -1.6 | -12 | 0.9 |
| COC(=O)c1c(S(=O)(=O)NCc2ccccc2)sc(C(=O)O)c1C | -2 | -1.7 | 5 | 0.1 |

Part of the list above, limited to MITF inh and TEAD-YAP inh.
Structure	MITF inh	TEAD-YAP inh
COC(=O)c1c(S(=O)(=O)NCc2ccccc2)sc(C(=O)O)c1C	-2	5
Nc1nc(Nc2ccc(Oc3ccccc3)cc2)cc(N2CCOCC2)n1	17	-3

(further entries)
SMILES	MITF inh	GPR151 ag	TEAD-YAP inh	FBW7 activator
CCCCn1c(CNC(=O)Cc2ccccc2)nnc1SCC(=O)Nc1sc2c(c1C(=O)OCC)CCC2	5	1.9	2	-0.1
CS(=O)(=O)c1ccc(-n2cc(-c3ccncc3)cn2)cc1	-4	0.0	4	0.1
O=C(COC(=O)c1ccc(N2C(=O)C3CCCCC3C2=O)cc1)c1ccc(Br)cc1 (configuration not stated)	0	1.6	-12	-0.1
Cc1nc(NCCNS(C)(=O)=O)cc(N(C)C)n1	2	-0.1	3	-0.1
CN1C(=O)c2ccc(NC(=O)c3ccc(N4CCOCC4)c([N+](=O)[O-])c3)cc2C1=O	-1	-0.4	8	0.0
CCOc1ccccc1/C=C(/C#N)c1ccc(C#N)cc1	-6	1.9	12	-0.2
COCC(=O)N(C)c1nnc(-c2ccc([N+](=O)[O-])cc2)s1	6	1.6	0	0.0
N#Cc1ccccc1NC(=O)COC(=O)CSc1nnc(-c2ccc3c(c2)OCO3)o1	-1	-2.5	38*	0.0
CCOC(=O)c1sc(NC(=O)c2cc(-c3ccc(OC)c(OC)c3)nc3ccccc23)nc1C	5	-0.6	0	0.1
O=C(NNC(=O)c1cc2cc(Br)ccc2oc1=O)c1ccccc1	-1	-1.3	-1	0.0
CCOc1ccccc1C(=O)N1CCC(n2nnc3cc(C)ccc32)CC1	10	-1.0	7	0.1
COc1ccc(S(=O)(=O)NCCCc2ccccc2)cc1	-4	-0.2	-12	1.3
Cc1ccc(S(=O)(=O)c2nc(-c3cccs3)oc2NCCCn2ccnc2)cc1	21	0.0	3	0.1
Cc1cccc(-c2nnc(C3CCN(S(=O)(=O)c4ccc([N+](=O)[O-])cc4C)CC3)o2)c1	13	-0.3	-2	-0.2
CSc1ccc(S(=O)(=O)N2CCC(C(N)=O)CC2)cc1	10	-0.8	1	0.1
CCOc1cc2sc(N3CCC(C(=O)O)CC3)nc2cc1Br	1	1.9	47*	0.0
Cc1ccccc1N1CCN(c2nc(-c3ccc(Cl)cc3)c3ccccc3n2)CC1	4	3.2	4	0.1
Cc1cc(C)nc(/N=C(/NC(=O)c2ccccc2)Nc2cccc(Cl)c2)n1	7&1	1.7&-0.8	5&-17	0.1&0.1
CC(=O)Nc1ccc(CN2CCC(CO)(Cc3ccccc3C(F)(F)F)CC2)cc1	10	-1.0	-1	0.1
CCOC(=O)C1=C(C)NC2=C(C(=O)c3ccccc32)C1c1ccccc1OCc1ccccc1F (configuration not stated)	25	1.0	2	0.2

Compounds as they come; overall some 3.4% were active at least once.
